Source: PubChem
DDE Tn6 FP inh – DD(E)-Tn6 binding inhibition, primary FP screen. AID 720509. inhibition, % at 8.3 µM. P02675. Fibrin DD(E) TRITC-Tn6 fluorescence polarization displacement. 0.21% of 370,000 active;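 active = inhibition above a per-campaign cutoff: mean of compounds within control limits plus 3 SD, cut at about 15% in these data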;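 note: 0% = median of all compound wells on the plate and 100% = blocking peptide control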
DDE Tn7 FP inh – disrupts Tn7 cyclic peptide binding to fibrin D-Dimer-E complex; P02675; FP displacement of FITC-Tn7 peptide from fibrin DD(E); 0% = median of compound wells per plate; inhibition, % at 8.3 µM; 0.13% of 370,000 active; AID 720508;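 active = inhibition above the mean of compounds falling within the control limits plus 3 SD of them, cut at about 14% in these data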;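 note: 0% = plate median of compound wells and 100% = 10 µM Aha-Tn7 peptide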
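Assay system: Human fibrin DD(E) protein | Medium: Tris buffer with calcium and detergent, pH 7.8 | Reagent: 0.1 µM fluorescent Tn7 | Compound dosing: Single point at 8.3 µM | Times: 10 min preincubation, 3 h with tracer, room temperature | Detection: Fluorescence polarization of the labelled Tn7 tracer | Controls: Aha-Tn7 high control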
Rev-erbA mod – modulates human Rev-erb alpha binding to DNA | P20393 | Rev-erbα–FITC-DNA binding, fluorescence polarization, 90 min | activity, % at 10 µM | 0.79% of 370,000 active;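 active = activity above about 14%, limit read from the data; passing the limit was not always enough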;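 note: 0% = DMSO wells with 35 nM protein and 100% = DMSO wells with 750 nM protein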
sPLA2-III inh – Blocks human group III sPLA2 activity | Q9NZ20 | 0.56% of 370,000 active | AID 743126 | QFRET BODIPY PC-A2 liposome hydrolysis, fluorescence | inhibition, % at 12.2 µM;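 active = inhibition above mean plus 3 SD of compounds lying within the high and low control bounds, cut at about 19% in these data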;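 note: 0% = median of test compound wells and 100% = no enzyme DMSO wells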
Target sequence (Q9NZ20 whole entry, looked up): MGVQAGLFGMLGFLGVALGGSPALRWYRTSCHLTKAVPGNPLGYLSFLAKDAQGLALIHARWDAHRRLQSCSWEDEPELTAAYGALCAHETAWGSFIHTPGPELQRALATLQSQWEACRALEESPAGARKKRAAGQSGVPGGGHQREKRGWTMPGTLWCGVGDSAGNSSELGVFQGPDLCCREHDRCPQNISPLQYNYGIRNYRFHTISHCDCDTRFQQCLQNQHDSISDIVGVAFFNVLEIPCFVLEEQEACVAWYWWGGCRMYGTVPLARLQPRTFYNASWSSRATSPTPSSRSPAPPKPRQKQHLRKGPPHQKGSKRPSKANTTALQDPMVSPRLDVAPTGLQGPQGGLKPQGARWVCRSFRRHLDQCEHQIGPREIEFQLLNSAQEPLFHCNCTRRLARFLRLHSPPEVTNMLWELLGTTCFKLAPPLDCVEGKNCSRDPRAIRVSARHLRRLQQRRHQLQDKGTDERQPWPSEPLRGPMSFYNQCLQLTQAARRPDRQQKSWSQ
PLC-beta3 inh – inhibitors of human phospholipase C beta3 | Q01970 | 0.18% of 370,000 active | Purified PLC-beta3, fluorogenic substrate, fluorescence | inhibition, % at 12.2 µM | AID 720704; in the data active = inhibition above about 11%;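 note: 0% = median of compound wells on plate and 100% = full blocker control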
PLCg1 inh – PLC-gamma1 (human) inhibition, primary screen; P19174; purified PLC-gamma1, fluorogenic substrate, fluorescence; inhibition, % at 12.2 µM; 0.84% of 370,000 active; in the data active = inhibition above about 9.5%
KLK7 zymogen act – activators of human kallikrein-7 zymogen; P49862; purified proKLK7, EDANS-DABCYL substrate fluorescence; 100% is mature enzyme control, 0% vehicle; activation, % at 7 µM; 0.9% of 370,000 active; AID 652039;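 active = activation above the mean of all tested compounds plus 3 SD, computed per campaign excluding outliers beyond control limits, cut at about 13% in these data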
UHRF1 MBD2 ctr – UHRF1 methyl-DNA binding inhibition | AID 687016 | UHRF1 binding to methylated oligo, TR-FRET | 0.75% of 370,000 active | inhibition, % at 4.4 µM | Q96T88; in the data active = inhibition above about 21%;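 note: UHRF1 SRA domain binding a hemimethylated CpG hairpin DNA probe; 0% = median of test compound wells and 100% = reference inhibitor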
ARFGAP1 inhibitor – rat ARFGAP1 inhibition. inhibition, % at 16.5 µM. Q62848. 0.26% of 360,000 active. Arfgap1-stimulated ARF1 GTP hydrolysis, GDP FP detection;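 active = inhibition above a per-plate limit, mean inhibition of low control wells plus 3 SD, cut at about 25% in these data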;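 note: 0% = DMSO wells with enzyme and 100% = wells lacking Arfgap1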
Target sequence (Q62848 1-136 limits assumed): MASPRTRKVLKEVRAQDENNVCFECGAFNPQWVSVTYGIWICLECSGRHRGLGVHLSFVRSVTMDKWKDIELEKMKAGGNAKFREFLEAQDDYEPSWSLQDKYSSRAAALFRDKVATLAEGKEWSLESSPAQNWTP
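material = rat Arfgap1 catalytic domain, aa 1-136 | also added = human ARF1(Δ1-17)-GTP substrate | compound dosing = one concentration, 16.5 µM, DMSO 1.26% | times = GTP hydrolysis reaction 2 h at 25 °C | measured by = FP, GDP Alexa 633 tracer displaced from anti-GDP antibody, 620/688 nm | evaluation = percent inhibition of Arfgap1-stimulated GTP hydrolysis | replication = single well per compound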
ASAP1 inh – inhibitors of human ASAP1 ArfGAP activity. ASAP1-stimulated ARF1 GTP hydrolysis, GDP FP detection. inhibition, % at 16.5 µM. 0.19% of 360,000 active; in the data active = inhibition above about 25%;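 note: 0% = vehicle with enzyme and substrate and 100% = no enzyme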
Target sequence (Q9ULH1 325-724 limits assumed): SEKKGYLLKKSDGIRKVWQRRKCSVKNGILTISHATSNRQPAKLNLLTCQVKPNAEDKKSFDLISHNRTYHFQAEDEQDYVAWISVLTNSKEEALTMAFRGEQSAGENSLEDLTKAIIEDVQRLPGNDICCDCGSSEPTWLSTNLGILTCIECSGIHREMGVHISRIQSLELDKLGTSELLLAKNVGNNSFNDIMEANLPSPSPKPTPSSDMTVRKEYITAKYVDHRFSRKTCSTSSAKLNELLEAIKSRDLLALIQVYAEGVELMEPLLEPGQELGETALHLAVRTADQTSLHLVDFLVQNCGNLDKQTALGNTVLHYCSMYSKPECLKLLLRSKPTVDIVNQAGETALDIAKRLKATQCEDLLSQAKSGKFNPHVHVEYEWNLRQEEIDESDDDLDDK
Active calls of the source: *; · = not tested or not shown. An unsorted share of the library; overall some 4.5% were active at least once.

SMILES	DDE Tn6 FP inh	DDE Tn7 FP inh	Rev-erbA mod	sPLA2-III inh	PLC-beta3 inh	PLCg1 inh	KLK7 zymogen act	UHRF1 MBD2 ctr	ARFGAP1 inhibitor	ASAP1 inh
CCc1ccc(NS(=O)(=O)c2cc3c(cc2C)n(C)c(=O)c(=O)n3C)cc1	0	-2	-1	-2	0	1	-0.2	3	-4	6
CN(c1ccc(OC(=O)c2ccc(-n3cncn3)c([N+](=O)[O-])c2)cc1)S(=O)(=O)c1ccccc1	4	-6	0	-10	-6	0	0.6	0	14	4
CCN(CC)CCCNC(=O)Cn1ncn2cccc2c1=O	5	0	0	3	2	0	-0.1	2	12	-14
CC(C)Cn1c(=O)n(C)c(=O)c2[nH]cnc21	1	-2	1	-1	3	2	-0.4	-1	4	4
COc1ccc(C(F)(F)F)cc1N/C=C/c1nnnn1-c1ccc(C)cc1	4	3	1	-32	-8	-2	-0.7	1	-5	0
Cc1cccc(-n2ncc3c(Nc4ccc(F)cc4)ncnc32)c1	-8	-2	-6	-2	2	-1	-0.3	-1	9	-2
CN(C)C(CNC(=O)c1cc(S(=O)(=O)N(C)c2ccccc2)ccc1Cl)c1ccccc1 (stereo not given)	2	-2	1	-10	-3	2	-0.5	-1	-6	10
O=C(Nc1ccccc1N1CCCCC1)c1ncoc1-c1ccc(F)cc1	2	0	6	3	-2	-3	0.0	-1	-9	2
CCCn1nc(C(=O)NC2CCCC2)c2ccccc2c1=O	-7	-2	-1	3	0	3	0.2	2	1	1
CCCC(=O)Nc1c(-c2ccc(OC)cc2)c(=O)c2ccccc2n1C	0	9	4	4	-252	-193	17*	-4	-7	-5
CC(=O)Nc1nc(CC(C)C)cc(-c2ccccc2)c1C#N	8	1	-1	-3	-10	-4	0.0	-4	-18	3
Cc1cc(C(=O)Nc2ccccc2Cl)c2ccccc2n1	-6	-2	3	-3	-4	3	0.2	-2	5	5
N#CC1=C(N)C(C#N)(C#N)C(c2ccc[nH]2)C2CCCC=C12 (stereo not given)	11	7	·	-26	-112	-108	3.4	-3	-5	3
Cc1ccc(S(=O)(=O)N2CCOCC2)cc1C(=O)N1CCOCC1	3	2	-2	5	-2	0	0.0	-1	8	-16
CCOc1ccc(NC(=O)CCC(=O)NNC(=O)COc2ccc(C)cc2Br)cc1	8	1	6	1	-4	-3	0.2	1	15	-6
O=C(NN=C(Cc1ccccc1)Cc1ccccc1)c1ccc(F)cc1	1	5	-3	-11	-4	-3	-0.4	-2	-8	-5
Cc1cc(C)c2nc(N3CCCN(C(=O)c4ccco4)CC3)c(C#N)cc2c1	-2	12	1	2	-139	-105	4.6	-5	7	-19
CNc1[nH]c(=O)[nH]c(=O)c1N=Nc1cc(Cl)ccc1Cl	-6	-2	9	13	-4	-1	-0.2	0	-9	4
C/C(=N\NC(=O)Cc1cccn1C)c1cccc2ccccc12	-6	-1	-6	-9	-6	-3	0.3	-4	6	-14
Cc1ncoc1C(=O)N1CCCC(CCC(=O)NCc2ccc(F)c(F)c2)C1 (stereo not given)	3	6	2	2	4	1	0.2	-1	-1	8
CCC(C(=O)NC1CCCC1)N(C(=O)Cn1nnc(-c2ccc(C)o2)n1)c1cccc(OC)c1 (stereo not given)	3	-9	-2	-3	-2	1	0.2	2	9	-11
CCc1nnc(NC(=O)CCC(=O)N2CCCC2)s1	-5	8	-1	6	0	3	0.0	4	8	15
Cc1ccc(C(=O)NCC(=O)NCc2cc(=O)n(C)c(=O)n2C)cc1	-3	-3	-4	2	2	0	-0.5	1	9	-4
CC1CCN(S(=O)C23CC4CC(CC(C4)C2)C3)CC1 (stereo not given)	-10	-6	2	-4	2	-2	0.6	-1	2	5
COC(=O)C[C@@H]1CC[C@H](NC(=O)Nc2ccc(F)cc2)[C@@H](CO)O1	0	1	-5	10	2	-2	0.2	5	9	13
CC(C)C(=O)N[C@@H]1c2ccccc2CC[C@H]1OCc1ccccc1	-9	-5	10	2	5	3	0.5	2	12	-9
Cc1cccc(NC(=O)c2ccc(NCC3CCCO3)c([N+](=O)[O-])c2)n1 (stereo not given)	-11	-5	3	5	-4	2	-0.4	-4	-1	-7
Nc1ccccc1CNc1nc(NCCO)nc2c1ncn2CCN1CCOCC1	-3	-5	1	2	-3	3	-0.5	0	7	5
O=C(CCc1ccc(S(=O)(=O)N2CCOCC2)cc1)Nc1ccc(F)cc1[N+](=O)[O-]	8	-2	5	-4	1	0	0.1	-1	12	-11
COc1c(Cl)cc(Cl)cc1C(=O)Nc1ccc(CN2CCOCC2)cc1	3	1	2	-3	-7	0	-0.1	2	1	2
Cc1cccc2sc(NC(=O)CN3C(=O)C4CC=CCC4C3=O)nc12 (stereo not given)	-1	2	-7	-1	2	0	0.1	-2	-5	-13
C/C=C/c1ccc(OCC(O)CN2CCCCC2CC)c(OC)c1 (stereo not given)	2	4	-2	-5	-7	1	-0.3	1	-8	1
COc1ccccc1C(=O)C1CCCN(Cc2cn[nH]c2C2CCCCC2)C1 (stereo not given)	-1	-12	-7	-7	0	1	0.5	-4	7	14
C=CCNC(=S)N/N=C/c1ccc(C)cc1C	3	4	-1	3	-8	0	-0.5	9	10	-2
Cc1ccnn1Cc1cc(C(=O)O)c2ccccc2n1	-2	-3	-3	-2	0	1	0.0	1	-7	-14
CCn1c(-c2ccc3[nH]c(C)c(C)c3c2)n[nH]c1=S	7	0	-5	13	-10	-4	-0.2	0	-7	-3
CN(C)CCNC(=O)c1ccc(COc2ccc(Cl)cc2Cl)cc1	-10	5	-5	-16	-2	2	-0.1	-1	6	7
Cc1cccc(C)c1NC(=S)NCCc1ccc(O)c(O)c1	-8	-7	-6	15	-4	0	-0.5	0	8	15
Cc1ccc(C(=O)NCCNC(=O)c2cccnc2)cc1	2	-2	-2	0	-3	-1	-0.1	-1	-10	-3
CCc1nccn1CCC(=O)N1CCCC(Nc2ccc(F)cc2)C1 (stereo not given)	-2	0	-1	-2	-3	0	-0.3	0	-2	4
COCc1cc(/C=N\NC(=O)Cc2ccc(Cl)cc2)ccc1OC	-1	3	1	-3	4	-1	0.1	-1	-12	-3
COC(=O)c1ccc(Cl)c(NC(=O)CN(c2ccc(OC)cc2)S(=O)(=O)c2ccccc2)c1	1	-8	9	-17	8	13*	1.4	6	-4	-2
Cc1ccc(C(=O)OCC(=O)NCc2cccc(Cl)c2)cc1S(=O)(=O)N1CCCCC1	3	-4	-5	-23	-5	0	0.2	0	7	15
O=C(NNc1cc(C(F)(F)F)nc2ccccc12)Nc1cccc(Cl)c1	0	7	0	-10	-9	2	0.0	1	22	1
CCCN[C@@H]1C(=O)N2C(C(=O)OCCC)=C(C)CS[C@H]12	6	-4	-2	-1	0	0	0.2	4	4	-15
COc1ccc2c(c1)CCCO[C@]21O[C@H](CCO)C[C@H](O)[C@H]1O	12	2	-2	10	-4	-1	0.0	-1	-7	7
Cc1cc(=O)n2nc(-c3ccc(C(F)(F)F)cc3)sc2n1	-8	-2	-3	2	-5	2	0.4	-3	-3	-13
O=C1CS/C(=N/N=C/c2cccs2)N1	-2	0	4	5	4	6	-1.0	2	6	-2
O=C(Cc1c(C(=O)O)[nH]c2ccccc12)NCCN1CCN(c2ccccc2F)CC1	-1	-2	1	-5	1	-4	-0.5	3	1	-2
C[C@@H]1CN([C@H](C)CO)C(=O)CCCn2nncc2CO[C@H]1CN(C)C(=O)Nc1ccc2c(c1)OCCO2	-9	1	-3	6	2	0	-0.2	4	6	-13
CCn1c(SCC(=O)Nc2cccc(S(=O)(=O)N(C)c3ccccc3)c2)nnc1C1CC1	10	-1	4	-19	3	3	-0.6	5	-2	-7
Cc1ccc(OC(C)C(=O)Nc2cc(C)on2)cc1 (stereo not given)	0	-7	-2	2	-4	2	-0.2	0	12	8
Cc1ccccc1CNc1ncnc2cc(Cl)ccc12	-1	-6	239*	3	-14	-4	-1.1	3	8	3
CCSc1nnc(NC(=O)NC2CCCCC2)s1	6	3	1	-2	-1	1	-0.9	0	2	-3
CNC(=O)COc1ccc(Nc2nnc(-c3ccc(C)c(S(N)(=O)=O)c3)c3ccccc23)cc1	-2	-5	-6	7	-19	-13	0.7	3	0	4
C[C@H](NC(=O)C1CCN(S(=O)(=O)c2ccccc2)CC1)C(=O)NCc1ccccc1	6	6	2	9	-4	0	-0.2	0	6	4
O=C(Cn1nc(-c2ccccc2)ccc1=O)NCCc1ccc(F)cc1	5	4	-1	-1	0	1	-0.3	-1	·	·
O=C(N/N=C/c1ccccn1)NC12CC3CC(CC(C3)C1)C2	2	-1	6	3	-4	4	-0.1	1	2	2
C=CCN1[C@H](Cc2ccccc2)COc2cccc(N3CCSCC3)c2S1(=O)=O	10	-5	-1	2	3	2	-0.1	-1	·	·
COc1ccc(C(=O)Nc2ccc3c(c2)OCCO3)cc1S(=O)(=O)N1CCOCC1	1	-3	4	1	-4	-4	0.0	-1	11	-3

Some of the entries so far, with each value named:
Cc1ccccc1CNc1ncnc2cc(Cl)ccc12
- DDE Tn6 FP inh: -1
- DDE Tn7 FP inh: -6
- Rev-erbA mod: 239*
- sPLA2-III inh: 3
- PLC-beta3 inh: -14
- PLCg1 inh: -4
- KLK7 zymogen act: -1.1
- UHRF1 MBD2 ctr: 3
- ARFGAP1 inhibitor: 8
- ASAP1 inh: 3

CCSc1nnc(NC(=O)NC2CCCCC2)s1
- DDE Tn6 FP inh: 6
- DDE Tn7 FP inh: 3
- Rev-erbA mod: 1
- sPLA2-III inh: -2
- PLC-beta3 inh: -1
- PLCg1 inh: 1
- KLK7 zymogen act: -0.9
- UHRF1 MBD2 ctr: 0
- ARFGAP1 inhibitor: 2
- ASAP1 inh: -3

(next part)
SMILES	DDE Tn6 FP inh	DDE Tn7 FP inh	Rev-erbA mod	sPLA2-III inh	PLC-beta3 inh	PLCg1 inh	KLK7 zymogen act	UHRF1 MBD2 ctr	ARFGAP1 inhibitor	ASAP1 inh
CCOc1ccc(N2C(=O)c3ccc(C(=O)OCc4c(C)noc4C)cc3C2=O)cc1	4	-3	2	-3	3	-1	-0.7	4	0	1
OCCC1CN(Cc2nc(-c3ccccc3)cs2)CCN1Cc1ccc(F)cc1 (stereo not given)	-12	4	-5	-13	-10	7	-0.1	2	11	13
CC(C)(C)OC(=O)C[C@@H]1C/C=C\C[C@H](CC(=O)N[C@H](CO)Cc2ccccc2)C(=O)N[C@H](Cc2ccccc2)COC1=O	2	-4	-1	-4	3	0	0.7	7	17	2
CC1CN(C(=O)c2ccc(COc3ccc(C(C)C)cc3)o2)CC(C)O1 (stereo not given)	5	2	5	-1	1	1	0.4	1	-7	12
Nc1cc(=O)[nH]c(SCC(=O)N2N=C(c3ccc(Cl)cc3)CC2c2ccco2)n1 (stereo not given)	4	0	-1	-11	-2	-1	0.3	-5	-5	-3
